From PubChem BioAssay
PriA SSB inh = inhibitors of Klebsiella pneumoniae PriA binding to SSB C-terminal tail, primary screen, biochemical, AlphaScreen; PriA–SSB C-terminal tail interaction (Klebsiella pneumoniae); AlphaScreen SSBct-PriA binding, biotinylated peptide; inhibition, % at 33 µM; 430,000 tested, 0.6% active; AID 1272365, 2023; in the data active = inhibition mostly above about 37%, no sharp cut-off; inactive = mostly below about 20%;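 note: plate controls were negative control peptide for no effect and reference peptide for full effect; strong numbers were not always called active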
Rv3671c protease = Rv3671c serine protease inhibitors, primary screen, biochemical, fluorescence polarization, M. tuberculosis H37Rv. inhibition, % at 5.96 µM. 320,000 tested, 0.048% active. AID 2606, 2010; in the data active = inhibition above about 38%;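 note: extracellular domain of Rv3671c used as enzyme; 0% = enzyme with DMSO and 100% = no enzyme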
Target sequence (P9WHR9 whole entry, looked up, the tested form may be a part): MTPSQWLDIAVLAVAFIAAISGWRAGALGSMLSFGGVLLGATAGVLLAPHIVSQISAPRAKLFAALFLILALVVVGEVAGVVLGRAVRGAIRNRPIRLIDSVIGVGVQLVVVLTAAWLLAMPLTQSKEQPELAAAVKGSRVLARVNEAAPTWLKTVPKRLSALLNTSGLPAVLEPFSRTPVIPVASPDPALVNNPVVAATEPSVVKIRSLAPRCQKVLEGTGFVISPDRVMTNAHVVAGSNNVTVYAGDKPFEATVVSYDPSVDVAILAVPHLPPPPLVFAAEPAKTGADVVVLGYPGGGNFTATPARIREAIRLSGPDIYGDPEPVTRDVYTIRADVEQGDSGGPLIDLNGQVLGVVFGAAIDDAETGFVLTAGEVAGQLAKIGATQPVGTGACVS
BioA inh = M. tuberculosis BioA enzyme inhibitors, primary screen, biochemical, plate reader, single point, HTS; purified M. tuberculosis BioA enzyme; AID 602481, 2012; 7,8-diaminopelargonic acid synthase BioA (Mycobacterium tuberculosis); 360,000 tested, 0.096% active; inhibition, % at 9.99 µM; in the data active = inhibition above about 40%
DUSP3 inh = VHR1 phosphatase inhibitors, primary screen, biochemical, absorbance, uHTS. AID 1654, 2009. 290,000 tested, 0.52% active. recombinant VHR phosphatase, pNPP absorbance. Dual specificity protein phosphatase 3 (Homo sapiens), P51452. inhibition, % at 13.3 µM; in the data active = inhibition above about 50%; note: some compounds called inactive have numbers as strong as hits
Target sequence (P51452 whole entry, looked up): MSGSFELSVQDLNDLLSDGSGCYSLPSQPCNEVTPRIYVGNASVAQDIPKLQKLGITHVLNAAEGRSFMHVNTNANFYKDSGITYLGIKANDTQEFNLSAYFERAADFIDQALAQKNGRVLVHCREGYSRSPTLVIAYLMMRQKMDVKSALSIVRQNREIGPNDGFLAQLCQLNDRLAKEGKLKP
GDH-TPI counter = GDH-TPI coupling enzyme inhibitors, primary screen, artefact control for M. tuberculosis FBA inhibitor project, biochemical, absorbance, full deck. GDH-TPI coupled enzyme counterscreen, NADH absorbance. inhibition, % at 4.8 µM. 360,000 tested, 1.2% active. AID 588335, 2011; in the data active = inhibition above about 30%;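 note: 0% = DMSO wells and 100% = wells lacking the enzyme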
SARS 3CLpro inh = SARS-CoV 3CLpro protease inhibitors, primary screen, biochemical, quenched FRET | Replicase polyprotein 1ab (Severe acute respiratory syndrome coronavirus), P0C6X7 | recombinant SARS-CoV 3CLpro, quenched FRET peptide cleavage | inhibition, % at 6 µM | 290,000 tested, 0.14% active | AID 1706, 2009; in the data active = inhibition above about 12%
Vc quorum ag = inducers of Vibrio cholerae quorum light production without autoinducers, primary screen, BH1578 luxS cqsA deficient, single point; V. cholerae BH1578 lux reporter, luminescence, 6 h; activation, % at 18.7 µM; 350,000 tested, 0.16% active; in the data active = activation mostly above about 9.7%, no sharp cut-off; note: not every result past the cut was called active; inactives centre near 0; reference of the scale not given here
FBA Mtb inh = Mtb FBA enzyme inhibitors, primary screen, biochemical, fluorescence, strain H37Rv; Fructose-bisphosphate aldolase (Mycobacterium tuberculosis (strain ATCC 25618 / H37Rv)), …; purified M. tuberculosis FBA, fluorescence read-out; inhibition, % at 1 µM; 360,000 tested, 2.3% active; AID 588726, 2011; in the data active = inhibition above about 27%;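 note: 0% = vehicle and 100% = reference inhibitor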
Target sequence (P9WQA3 whole entry, looked up): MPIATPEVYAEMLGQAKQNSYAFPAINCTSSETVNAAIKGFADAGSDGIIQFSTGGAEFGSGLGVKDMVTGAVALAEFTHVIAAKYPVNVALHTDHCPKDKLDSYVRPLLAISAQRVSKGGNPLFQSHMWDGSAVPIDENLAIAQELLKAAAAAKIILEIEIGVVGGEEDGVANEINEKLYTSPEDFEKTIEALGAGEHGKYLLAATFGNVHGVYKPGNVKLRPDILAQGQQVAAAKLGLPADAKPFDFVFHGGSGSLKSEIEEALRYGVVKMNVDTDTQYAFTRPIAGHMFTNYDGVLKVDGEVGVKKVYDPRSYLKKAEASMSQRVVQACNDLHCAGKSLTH
UGM FP inh = M. tuberculosis UGM enzyme inhibitors, primary screen, biochemical, fluorescence polarization, single point | 320,000 tested, 0.06% active | inhibition, % at 10 µM | AID 504406, 2011 | purified UGM, fluorescence polarization probe displacement | UDP-galactopyranose mutase (Mycobacterium tuberculosis (strain ATCC 25618 / H37Rv)), …; in the data active = inhibition above about 10%, passing the limit was not always enough
MazF activator = activators of E. coli MazEF toxin-antitoxin RNase, primary screen, biochemical, fluorescence, uHTS; Endoribonuclease toxin MazF (Escherichia coli (strain K12)), P0AE70; FAM/BHQ RNA-DNA oligo cleavage fluorescence, 5 h; activation, % at 20 µM; 350,000 tested, 0.32% active; AID 504720, 2011; in the data active = activation above about 50%
Target sequence (P0AE70 whole entry, looked up): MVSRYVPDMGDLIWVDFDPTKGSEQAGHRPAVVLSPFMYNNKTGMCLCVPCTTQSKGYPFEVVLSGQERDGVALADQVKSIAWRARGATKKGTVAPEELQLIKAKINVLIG
Numbers without * were called inactive; i = inactive; x = no result given; & = joins results of further samples.

SMILES	PriA SSB inh	Rv3671c protease	BioA inh	DUSP3 inh	GDH-TPI counter	SARS 3CLpro inh	Vc quorum ag	FBA Mtb inh	UGM FP inh	MazF activator
CCn1c(=S)[nH]c2cc(C(=O)O)ccc21	x	3	x	-12	x	-1	x	x	-1.1	x
O=C(NCCCN1CCCC1=O)c1ccc(NS(=O)(=O)c2ccc(F)cc2)cc1	-7	-4	x	x	7	x	-2.5	-2	1.1	1
CC(C)CNc1nc(Oc2ccc(=O)[nH]n2)nc(N2CCOCC2)n1	-11	2	x	6	1	-1	-0.6	-2	1.4	8
CC(C)CC(NC(=O)C1CCCCC1)C(=O)N1CCN(c2ccccn2)CC1 (centres undefined)	-10	-3	0.4	16	7	2	-0.5	6	-2.4	-10
Cc1cc(NC(=O)CSc2nc(C3CC3)nc3sc(C)c(C)c23)no1	-17	-5	-5.4	-16	3	2	-5.0	7	-0.7	-29
Cc1cc(C)c2c(c1)C(=O)/C(=C/c1ccc(C(=O)O)cc1)CC2	-1	-14	3.8	21	16	3	-0.1	-5	-1.2	1
COc1cc(O)c(C(CCN2CCCC(C)C2)c2ccc3c(c2)OCO3)c(OC)c1 (centres undefined)	19	-7	0.7	26	12	x	i	1	0.0	18
CN1CCC[C@H]1CCNc1ccc2c(=O)c3ccccc3n(C)c2c1	-6	x	-1.2	x	33*	x	0.0	187*	x	-28
CCOC(=O)[C@@H]1[C@H]2COc3cc(OC)ccc3[C@@H]2N2C(=O)N(c3cccc(Cl)c3)C(=O)[C@]12C	-5	-2	-2.3	9	10	-2	i	6	1.0	0
COc1ccccc1NC(=O)c1cn(CCC#N)nc1-c1cccc(Cl)c1	1	x	-2.3	23	-10	-1	4.3	-1	-2.7	2
CCOc1ccc(OCCN2CCCCC2)cc1	2	4	-0.5	-13	-1	0	-0.6	2	x	2
COc1ccccc1-n1c(SCC(=O)NC2CC2)nc2ccccc2c1=O	-1	-6	4.7	x	4	x	i	3	0.1	7
CCCC(=O)Nc1ccc(C2C(=O)c3ccccc3C2=O)cc1	-5	2	-1.7	-16	8	4	-0.6	-7	-1.9	7
CC1Cc2ccccc2N1C(=O)CSc1nc2ccccc2s1 (centres undefined)	-21	-13	0.8	16	-5	3	i	0	-1.9	-7
CCn1c2ccccc2c2cc(NC(=O)COC(=O)c3ccccc3F)ccc21	-7	4	-1.0	0	-6	-8	-0.4	-1	x	1
CC(Cc1cccs1)NCc1ccc(Cl)cc1 (centres undefined)	14&-3	0	x	13	-3	1	i	1	-1.0	-1
CC(/C=C/c1ccccc1)=N/NC(=O)CNC(=O)c1ccccc1F	x	0	x	4	14	1	-0.2	2	0.9	16
CCOCCCn1c(SCC(=O)Nc2cccc(S(=O)(=O)NC3=NCCCCC3)c2)nc2ccccc2c1=O	-1	5	-4.1	2	-5	0	-0.1	3	1.2	0
O=c1c(-c2ccc(O)cc2O)coc2cc(O)cc(O)c12	-5	-2	-0.1	12	24	0	-0.4	4	3.7	-4
CCOC(=O)CN1CCC(C2(c3cc4ccccc4[nH]3)OCCO2)CC1	x	x	-1.0	x	0	x	i	-3	x	7
C=CCCC(=O)N1CCC(n2nccc2NC(=O)c2ccccc2C)CC1	-14	11	-1.4	14	-1	6	-0.5	0	0.5	1
O=c1[nH]c(SCc2ccccc2Cl)nc2c1cnn2-c1ccccc1	-7	-4	-0.8	32	5	3	-0.1	2	0.5	0
CCOC(=O)Cn1c(=O)oc2cc(S(=O)(=O)N(C)c3ccc(OC)cc3)ccc21	-6	6	-1.0	8	7	-5	-0.4	0	-1.0	5
Cc1ccc(NC(=O)c2ccc([N+](=O)[O-])o2)cc1C	-5	-12	x	12	11	-4	-0.3	3	-0.6	37
CN(C)c1ccc(-c2ccnc3c2CC(C)(C(=O)Nc2ccc(Cl)cc2)O3)cc1 (centres undefined)	x	x	-2.1	x	-8	x	i	26	x	x
CC1=C(C(=O)N2CCOCC2)C(c2cc(C)ccc2C)NC(=S)N1 (centres undefined)	-6	-2	-0.2	8	2	-3	-0.2	0	-0.7	-1
O=C(NCCS(=O)(=O)N1CCN(c2ccccc2)CC1)C1CC(=O)N(c2ccccc2)C1 (centres undefined)	0	4	-1.2	-7	-7	7	-0.3	0	-0.5	-7
CCc1nnc(NC(=O)CSc2nc(C)cs2)s1	-20	-10	-2.1	-14	0	-4	-0.3	0	0.9	-19
C=CCCCN(Cc1ccccc1)S(=O)(=O)c1ccccc1Br	-73	-8	0.7	14	8	x	i	4	-1.2	-4
COc1ccc(NC(=O)C(F)(OC)C(F)(F)F)c(OC)c1 (centres undefined)	-1	1	-3.9	18	-11	4	-0.4	0	-1.0	-7
Cc1c(C(=O)Nc2nonc2-c2ccc(F)cc2)oc2ccc(F)cc12	-13	-8	-1.5	-17	12	8	6.7	2	-0.6	6
Cc1coc2c(C)c3oc(=O)c(CCC(=O)NCc4ccccn4)c(C)c3cc12	-11	-8	2.5	29	15	4	0.1	13	-1.0	4
CCOC(=O)c1c(NC(=O)COC(=O)c2cnc(C)cn2)sc(C(=O)N(C)C)c1C	-6	6	x	x	4	x	0.4	1	-0.8	-1
c1ccc(Nc2c3c(nc4ccccc24)CCC3)cc1	-2	-15	x	15	16	-3	i	-4	-3.0	-19
O=C(N/N=C/c1cccnc1)c1ccc(NC(=O)c2cccc(Cl)c2)cc1	i	-6	-0.1	23	2	-4	-7.8	-5	-2.2	-20
O=C(COc1ccc(Cl)cc1Cl)N/N=C/c1cccnc1	x	-3	-0.3	30	-6	-2	i	1	0.6	-29
O=C(Nc1ccncc1)c1ccc(C(=O)Nc2ccncc2)cc1	-13	0	x	11	-1	6	i	0	2.3	3
CN1C=CC=C/C1=C1/SC(=S)N(Cc2ccccc2)C1=O	21	-5	x	94	-7	7	-0.3	-18	-1.6	3
C[N+]1(C)[C@@H]2CC[C@H]1CC(OC(=O)C(CO)c1ccccc1)C2 (some centres undefined)	-8	2	-0.8	9	6	0	i	1	-0.2	-3
CCN(CC)c1ccc(/C=N/NC(=O)c2cccc(S(=O)(=O)N3CCOCC3)c2)c(O)c1	x	25	-1.6	13	18	-4	0.0	-8	-0.8	-9

Part of the list above in order of SMILES length, falling.
SMILES	PriA SSB inh	Rv3671c protease	BioA inh	DUSP3 inh	GDH-TPI counter	SARS 3CLpro inh	Vc quorum ag	FBA Mtb inh	UGM FP inh	MazF activator
CCOC(=O)c1c(NC(=O)COC(=O)c2cnc(C)cn2)sc(C(=O)N(C)C)c1C	-6	6	x	x	4	x	0.4	1	-0.8	-1
Cc1cc(NC(=O)CSc2nc(C3CC3)nc3sc(C)c(C)c23)no1	-17	-5	-5.4	-16	3	2	-5.0	7	-0.7	-29
CC1Cc2ccccc2N1C(=O)CSc1nc2ccccc2s1 (centres undefined)	-21	-13	0.8	16	-5	3	i	0	-1.9	-7

Following part:
SMILES	PriA SSB inh	Rv3671c protease	BioA inh	DUSP3 inh	GDH-TPI counter	SARS 3CLpro inh	Vc quorum ag	FBA Mtb inh	UGM FP inh	MazF activator
O=C1NCCN1Cc1cccc(Cl)c1	-29	-3	-0.9	16	7	-8	i	3	-0.9	0
CCNC(=O)NC(=O)COC(=O)CCCSc1nc2ccccc2s1	-3	1	0.4	-5	8	2	-3.8	2	-0.4	2
C=CCOC(=O)C1=C[C@H](c2cn(C(C)=O)c3ccccc23)C[C@H](OCCCCO)O1	5	-7	-0.5	16	-1	4	2.4	4	0.6	1
O=C(CCc1ccccc1)N/N=C\C1CC=CCC1 (centres undefined)	x	3	4.3	6	-4	0	-0.2	0	-1.0	-4
CC(=O)c1ccc(NC(=O)C2CCCN(C(=O)c3ccc(Cl)cc3)C2)cc1 (centres undefined)	-12	7	x	6	7	1	-0.3	2	0.4	-16
CC1CC(OP(O)(=S)c2ccc(N(C)C)cc2NC(=O)c2cccs2)CC(C)(C)C1 (centres undefined)	12	3	x	9	0	3	i	-2	-0.8	-6
CCN(CC)S(=O)(=O)c1ccc2c(c1)N(CC(=O)NCC1CCCO1)C(=O)CO2 (centres undefined)	-8	-4	2.0	18	-1	-5	1.0	-1	0.9	6
COc1ccccc1NC(=O)Cn1c2ccccc2c2nc3n(c(=O)c21)CCS3	1	-6	x	26	10	3	-0.3	5	1.8	40
O=C(CSc1n[nH]c(-c2ccco2)n1)N1c2ccccc2Sc2ccccc21	9	-7	-0.5	-4	5	-3	-2.1	-1	1.1	5
CN(C(=O)COC(=O)C1CCN(S(=O)(=O)c2c(Cl)cccc2Cl)CC1)C1CCCCC1	-2	1	x	x	6	x	-0.7	2	-0.1	0
COc1cc(Cl)c(NS(=O)(=O)c2ccc(-c3ccc(=O)[nH]n3)o2)c(OC)c1	3	6	-1.1	10	-6	-3	-0.9	-3	0.3	-3
CC(C)(C)OC(=O)CNC(=O)c1[nH]cnc1C(=O)NC1CCN(C(=O)OC(C)(C)C)CC1	-9	17	x	-7	x	-2	x	x	-5.2	2
C=CCOC(=O)C1=C(C)NC(C)=C(C(=O)OCC=C)C1c1ccc(O)cc1	-5	10	1.1	-14	0	x	-0.5	4	0.5	-5
O=S(=O)(c1ccc(Cl)cc1)c1ccccn1	-10	6	0.3	6	8	-1	i	6	-2.5	-5
CS(=O)(=O)c1ccc(Cl)c(NC(=O)CSc2nnc(C3CC3)n2C2CC2)c1	3	-11	-0.2	x	3	x	-0.2	-1	4.1	7
COc1cc(S(=O)(=O)N2CCN(C(=O)c3ccccc3F)CC2)c(OC)cc1NC(C)=O	-8	x	4.4	5	3	1	i	0	x	-2
Cc1ccc2[nH]c(O)c(N=O)c2c1	-14	6	-1.0	-2	4	-8	-0.1	4	0.1	-6
COc1ccccc1N1CCN(Cc2ccc(OC)c3ccccc23)CC1	12	4	x	26	1	3	-2.5	-3	0.1	-3
O=C1N/C(=N\N=C\c2ccccn2)SC1Cc1cccc(SC(F)F)c1 (centres undefined)	x	-3	-1.7	33	47*	-1	1.0	0	0.0	-4
CC1(C(=O)NS(=O)(=O)c2ccc(Cl)cc2)CCN1C(=O)C1CCCCC1 (centres undefined)	x	x	-3.7	x	9	x	-0.4	2	x	x
O=C(Nc1ccc2c(c1)OCCO2)c1ccc(Br)cc1	-7	-9	1.3	-11	2	2	-0.7	2	-0.6	10
CCCS(=O)(=O)NC(=O)C1(C)CCCN(C(=O)c2c(C)noc2C)C1 (centres undefined)	x	x	-0.6	x	3	x	-0.6	1	x	x
CCc1ccc(C(O)(CC(C)C)C(CN2CCOCC2)c2ccccc2)cc1 (centres undefined)	1	x	3.3	9	8	0	-0.5	3	0.9	-1
Cc1cccc2cc(CN(C(=O)c3cnccn3)C3CCCCC3)c(Cl)nc12	3	-5	-0.4	5	14	-1	1.5	-2	-1.0	0
COc1ccc(CC(=O)Nc2ccc(S(=O)(=O)Nc3nccs3)cc2)cc1	5	2	-3.6	27	-5	-1	-0.3	2	-0.6	1

Random excerpt: 2 records from the list, in no set order.
SMILES	PriA SSB inh	Rv3671c protease	BioA inh	DUSP3 inh	GDH-TPI counter	SARS 3CLpro inh	Vc quorum ag	FBA Mtb inh	UGM FP inh	MazF activator
Cc1ccc(NC(=O)c2ccc([N+](=O)[O-])o2)cc1C	-5	-12	x	12	11	-4	-0.3	3	-0.6	37
COc1cc(Cl)c(NS(=O)(=O)c2ccc(-c3ccc(=O)[nH]n3)o2)c(OC)c1	3	6	-1.1	10	-6	-3	-0.9	-3	0.3	-3

An excerpt; count on the stated rates, not on these rows.
